MITF inh: human MITF inhibition, primary screen. inhibition, % at 2.6 µM. 650,000 compounds, 0.91% hits. AlphaScreen MITF homodimerization, bead proximity signal. O75030; in the data active means inhibition above about 50%;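 further: 0% = vehicle wells with protein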
TEAD-YAP block: TEAD-YAP interaction inhibition | 640,000 compounds, 1.4% hits | HEK-TIYL cells, TEAD-Gal4/YAP UAS-luciferase luminescence | inhibition, % at 9.12 µM; in the data active means inhibition above about 32%;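 further: 0% = median of test compound wells and 100% = reference inhibitor wells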
FBW7 activator: human FBW7 E3 ligase activation, primary screen | Q969H0 | AlphaScreen FBW7–phospho-cyclin E peptide binding, activator screen | normalized activity (activation), % at 26.1 µM | 650,000 compounds, 0.13% hits; in the data active means normalized activity above about 1.9%;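 further: purified mutant Fbw7 with reduced substrate affinity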
Target sequence (Q969H0 whole entry, looked up): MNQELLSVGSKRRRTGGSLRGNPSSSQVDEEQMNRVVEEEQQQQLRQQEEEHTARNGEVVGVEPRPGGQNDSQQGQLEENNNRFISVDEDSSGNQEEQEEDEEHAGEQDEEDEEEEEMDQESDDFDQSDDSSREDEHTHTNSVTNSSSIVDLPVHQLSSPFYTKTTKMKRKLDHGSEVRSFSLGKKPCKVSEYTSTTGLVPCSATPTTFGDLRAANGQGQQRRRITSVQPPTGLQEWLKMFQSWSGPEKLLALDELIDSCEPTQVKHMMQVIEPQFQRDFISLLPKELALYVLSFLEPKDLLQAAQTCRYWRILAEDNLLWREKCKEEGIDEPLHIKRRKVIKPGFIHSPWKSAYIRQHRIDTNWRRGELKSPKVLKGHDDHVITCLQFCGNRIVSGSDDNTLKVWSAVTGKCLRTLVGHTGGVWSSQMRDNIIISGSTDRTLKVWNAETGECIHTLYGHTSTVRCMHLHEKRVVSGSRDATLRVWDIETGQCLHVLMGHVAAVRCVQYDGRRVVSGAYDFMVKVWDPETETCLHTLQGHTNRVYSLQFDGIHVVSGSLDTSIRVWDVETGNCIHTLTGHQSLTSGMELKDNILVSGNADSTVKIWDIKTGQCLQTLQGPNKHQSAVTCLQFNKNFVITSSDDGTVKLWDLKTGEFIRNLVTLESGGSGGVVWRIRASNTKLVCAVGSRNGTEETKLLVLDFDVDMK
GPR151 activ: activates the human receptor GPR151; Q8TDV0; PathHunter beta-arrestin GPR151 cells, luminescence; activation, % at 11.2 µM; 650,000 compounds, 1% hits; AID 1508602; in the data active means activation above about 4.9%;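 further: 0% = median of compound wells and 100% = cells with positive control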
Numbers without * were called inactive.

SMILES | MITF inh | TEAD-YAP block | FBW7 activator | GPR151 activ
COc1ccc(NC(=O)NCc2noc3ccccc23)cc1Cl | 2 | -30 | -0.2 | -0.2
O=C(NC1CCCC1)C(O)c1cc2c(cc1[N+](=O)[O-])OCO2 (configuration not stated) | -1 | 0 | -0.2 | 0.0
CCOC(=O)c1ccccc1NC(=O)C(C)Oc1ccccc1 (configuration not stated) | 11 | 13 | 0.5 | 0.0
COc1ccc(S(=O)(=O)Nc2c(O)c3ccccc3oc2=O)cc1 | 13 | 1 | 0.0 | 1.7
Cc1ccc(-n2c(O)c(C=Nc3cc(Cl)ccc3O)c(=O)[nH]c2=O)cc1 | -10 | -6 | 0.0 | -0.9
O=C(O)c1ccc2c(c1)C(=O)N(c1ccc(C(=O)OCC(=O)c3ccccc3)cc1)C2=O | -7 | -23 | 0.0 | 1.2
Nc1nnnn1CC(=O)N(c1cccc(Cl)c1)C1(C(=O)Nc2ccccc2)CCCCC1 | 3 | 18 | -0.2 | 0.5
Cc1nn2c(N)cc(-c3ccccc3)nc2c1-c1ccc(Cl)cc1 | -22 | 2 | 0.3 | -0.9
C=CCNC(=O)/C(C#N)=C/c1ccccc1OC | 6 | 4 | -0.1 | -0.1
CCOC(=O)c1c(N)n(CCNC(=O)c2ccccc2F)c2nc3ccccc3nc12 | 3 | 8 | 0.0 | 1.5
O=C(O)C1Nc2c(Cl)cc(Cl)c(Cl)c2C2C=CCC12 (configuration not stated) | 58* | 9 | 0.8 | -0.6
Cc1noc(/C=C/N(C)C)c1S(=O)(=O)N(C)Cc1ccc2c(c1)OCO2 | 15 | 4 | 0.7 | -0.8
Cc1c2cnn(CC(=O)NC(C)c3ccccc3)c(=O)c2c(C)n1Cc1ccc(Cl)cc1 (configuration not stated) | 8 | 0 | -0.1 | 1.7
CCOc1ccc2cc(/C(=N/NC(=O)c3ccc([N+](=O)[O-])cc3)C(C)=O)c(Cl)nc2c1 | 1 | -1 | 0.1 | 2.1
Cc1nc2ccc3nc(N)sc3c2s1 | -9 | -34 | -0.1 | 0.3
Cc1nn(CCC(N)=O)c(=O)c2cc3sccc3n12 | 15 | -17 | 0.6 | 0.3
O=C(CSc1nc(-c2ccccc2)cn1-c1ccccc1)Nc1ccccc1Cl | 8 | 14 | 0.2 | 4.6
COc1ccc(C(Nc2cc(C)ccn2)c2ccc3cccnc3c2O)cc1OC (configuration not stated) | 28 | 61* | -0.2 | -0.6
CCOC(=O)c1cnc2ccc(Cl)cc2c1Nc1ccc(C(=O)OC)cc1 | 1 | 2 | 0.1 | -0.1
CCCNC(=O)c1cnc2n(c1=O)CCS2 | 2 | -6 | -0.1 | -0.4
CCOc1ccc(C(=O)N2CCN=C2SCC)cc1OCC | -11 | -7 | 0.0 | -1.8
CN(C)CCNC(=O)CN(C)S(=O)(=O)c1ccc(Br)cc1 | -8 | 6 | 0.1 | 2.1
CCN(CC)C(=O)CSc1nnc(-c2ccco2)n1-c1ccccc1OC | -4 | -4 | 0.0 | -0.1
c1cc(-c2ncc(-c3cnccn3)c(-c3ccncc3)n2)ccn1 | 7 | 2 | -0.2 | -0.3
Nc1nc(Nc2ccc(F)cc2)nc(-c2cc3ccccc3o2)n1 | -27 | -81 | 0.0 | 0.9

Shown as labelled records: 3 of the compounds above
> Cc1noc(/C=C/N(C)C)c1S(=O)(=O)N(C)Cc1ccc2c(c1)OCO2
  MITF inh: 15	TEAD-YAP block: 4	FBW7 activator: 0.7	GPR151 activ: -0.8
> Cc1c2cnn(CC(=O)NC(C)c3ccccc3)c(=O)c2c(C)n1Cc1ccc(Cl)cc1 (configuration not stated)
  MITF inh: 8	TEAD-YAP block: 0	FBW7 activator: -0.1	GPR151 activ: 1.7
> CCOc1ccc2cc(/C(=N/NC(=O)c3ccc([N+](=O)[O-])cc3)C(C)=O)c(Cl)nc2c1
  MITF inh: 1	TEAD-YAP block: -1	FBW7 activator: 0.1	GPR151 activ: 2.1

Additional records:
SMILES | MITF inh | TEAD-YAP block | FBW7 activator | GPR151 activ
COc1ccc(-c2cc(Nc3ccc(Oc4ccccc4)cc3)nc(N)n2)cn1 | 6 | 44* | 0.4 | 1.7
COc1cccc(C(=O)Nn2c(-c3cccc(OC)c3)nc3ccccc3c2=O)c1 | -20 | -7 | 0.4 | -0.7
CN(C(=O)c1ccc2c(c1N)C(=O)c1ccccc1C2=O)c1ccccc1 | 9 | -4 | -0.1 | 0.2
Cc1c(Br)cc(C(=O)NN)cc1Br | 0 | -12 | -0.2 | 1.4
COc1ccc(-c2ccc(C(=O)NCc3ccccc3)s2)cc1 | -5 | 2 | 0.0 | -6.8
CC(=O)c1cccc(Nc2nc(-c3ccccc3Cl)nc3ccccc23)c1 | 2 | 18 | 0.0 | 1.0
COc1ccc([N+](=O)[O-])cc1NC(=O)c1sc2ncnc(N3CCN(c4ccccn4)CC3)c2c1C | -7 | -16 | 0.0 | 0.1
N#C/C(=C/c1ccc[nH]1)c1cccc(C#N)c1 | 6 | 7 | -0.1 | 1.3
CCOC(=O)c1ccc(N/C=C/C(=O)c2ccc(OC)cc2)cc1 | -2 | 5 | 0.9 | -0.9
COc1ccc(-c2noc(CNC(=O)Nc3ccccc3C)n2)cc1 | 5 | 11 | 0.2 | 3.7
NC(=O)c1cc(-c2cccnc2)nc2ccc(Br)cc12 | 5 | 8 | 0.1 | 0.3
CCCCNC(=O)c1cnc(Nc2ccc(OC)cc2)c2ccccc12 | 17 | 10 | -0.1 | 0.5
CCOC(=O)C1C(=O)C=C(Nc2ccc(OC)cc2)CC1c1ccccc1 (configuration not stated) | 19 | -67 | 0.1 | -0.1
CCC(C)(C)NC(=O)c1ccc2c(c1)S(=O)(=O)c1ccccc1C2=O | 11 | -7 | 0.1 | -1.9
Fc1ccc(CNc2ccnc3c(-c4cccs4)cnn23)cc1 | -8 | -29 | 0.0 | 0.4
O=C(O)c1cc(Cl)c(Cl)cc1C(=O)NCc1ccco1 | -5 | -1 | -0.1 | 1.9
O=C(Nc1ccc2c(c1)C(=O)NC2=O)c1ccc2c(c1)C(=O)N(Cc1ccco1)C2=O | 9 | -5 | 0.1 | -0.9
CCC(C)(NC(=O)CNC(C)=O)C(=O)NC1CCCCC1 (configuration not stated) | 18 | 11 | 0.0 | 0.2
COC(F)(C(=O)Oc1ccc(Oc2ncc(Cl)cc2Cl)cc1)C(F)(F)F (configuration not stated) | 13 | -7 | 0.0 | -1.1
COc1cccc(NC(=O)c2cc3c(C)nc4ccccc4c3o2)c1 | 1 | 1 | 0.2 | 0.5
COc1ccc(C(=O)NNC(=O)C(C)(C)C)cc1I | 17 | 3 | 0.2 | -0.4
O=C(NCCc1ccc(O)cc1)c1cncc(-c2ccc(C(=O)NC3CC3)cc2)c1 | 7 | -1 | -0.1 | 3.9
CCOC(=O)c1ccc(N2C3=C(C(=O)CC(C)(C)C3)C(c3cc(Br)ccc3OC)C3=C2CC(C)(C)CC3=O)cc1 | -6 | -2 | 0.0 | -0.4
O=c1c2ccccc2nnn1C1CCN(Cc2ccc(F)cc2)CC1 | 47 | 11 | 0.6 | -1.4
Cc1cccc(C2(c3cccc(C)c3)CC2C(=O)N2CCCCC2)c1 (configuration not stated) | 1 | 0 | 0.0 | 1.1

The results go on.
SMILES | MITF inh | TEAD-YAP block | FBW7 activator | GPR151 activ
COC(=O)[C@@H]1C[C@@H](NC(=O)c2ccccc2OC)CN1Cc1ccc(Cl)cc1 | -6 | 6 | 0.2 | -0.3
Cc1cccc(OCC(=O)O/N=C(\N)Cc2ccc([N+](=O)[O-])cc2)c1 | 8 | 18 | -0.2 | -0.4
Cc1ccc(S(=O)(=O)N(C)C)cc1NC(=O)CSc1nc(=S)c2ccccc2[nH]1 | -5 | -2 | -0.1 | 0.2
CC1=C(C(=O)OC(C)C)C(c2ccccn2)C2=C(CC(c3ccccc3)CC2=O)N1 (configuration not stated) | -1 | 6 | 0.0 | -1.0
O=C(NCCC1CCCCN1S(=O)(=O)c1ccccc1)C(=O)Nc1ccc(Cl)cc1 (configuration not stated) | 9 | 0 | 0.0 | 1.8
CN(C)CCCn1c(SCC(N)=O)nnc1-c1ccncc1 | 8 | 3 | 0.1 | -0.9
O=C(Nc1ccccc1)c1ccnc(N2CCc3ccccc3C2)c1 | 9 | -3 | 0.1 | -0.9
N#Cc1ccc(Cn2cc(C(F)(F)F)cc(Cl)c2=O)cc1 | 18 | -11 | 0.3 | -1.8
O=C(OCc1cccc(Br)c1)c1ccccc1[N+](=O)[O-] | 20 | 0 | 0.2 | 0.8
CC1(C)OC2OC(C(=O)NCC(N)=O)C3OC(C)(C)OC3C2O1 (configuration not stated) | 3 | 4 | 0.4 | -0.1
Cc1ccc(C(C)NC(=O)C2CCCO2)cc1C (configuration not stated) | 5 | 1 | -0.1 | 0.6
O=C(/C=C/c1ccco1)OCC(=O)c1ccc(O)cc1O | 24 | 1 | -0.1 | -0.5
O=C(NC1CC1)C1CC(=O)N(C2CCCC2)C1 (configuration not stated) | 2 | 5 | -0.1 | -0.6
CC1CCCC(NC(=O)C2N(Cc3ccc(Cl)cc3)C(=O)C3C(C(=O)Nc4ccc(F)c(Cl)c4)C4C=CC32O4)C1C (configuration not stated) | 8 | 1 | 0.1 | 0.5
CC(C)C(=O)Nc1ccc(F)c([N+](=O)[O-])c1 | 20 | 8 | 0.1 | -0.1
COc1cccc(NC(=O)c2sc3ncn(CC(=O)N4CCCCC4C)c(=O)c3c2C)c1 (configuration not stated) | -1 | 3 | -0.1 | 1.1
CCn1c2cc(C)sc2c2cnn(CC(=O)OC3CCCCC3)c(=O)c21 | -11 | -4 | -0.1 | 0.5
CCOc1ccc2nc(SCC(=O)N3CCc4ccccc43)sc2c1 | 5 | 15 | 0.3 | 0.0
CS(=O)(=O)N1CCN=C1SCc1ccc(C(F)(F)F)cc1 | 5 | 7 | 0.8 | -0.5
CCCOc1ccc(/C=N/NC(=O)C(=O)Nc2ccccn2)cc1 | -11 | -8 | 0.0 | 1.5
O=C(O)CNC(=O)/C(=C\c1ccc(Cl)cc1)NC(=O)c1ccc(Br)cc1 | 1 | 0 | 0.0 | 4.4
CCOC(=O)C(C#N)=C1C=C(C)N(c2ccc(OC)cc2[N+](=O)[O-])C(C)=C1 | 2 | -4 | 0.0 | 0.4
CC1=C(C(=O)Nc2ccc(Cl)cc2)C(c2ccccc2)C(C#N)=C(SCC(=O)Nc2cccc(Br)c2)N1 (configuration not stated) | 4 | -2 | 0.0 | -0.7
CCc1ccc(-c2nc(CS(=O)CC(=O)NCCCOC)c(C)o2)cc1 (configuration not stated) | -8 | -14 | 1.2 | -0.6
O=C(NCc1cccs1)c1cc(Cl)ccc1[N+](=O)[O-] | 12 | 19 | 0.0 | -0.4

(more compounds)
SMILES | MITF inh | TEAD-YAP block | FBW7 activator | GPR151 activ
Cc1ccc(S(=O)(=O)Nc2cc(Cl)c(O)c(Br)c2)cc1 | -6 | -6 | -0.2 | -0.7
O=C(N/N=C/C=C/c1ccccc1[N+](=O)[O-])c1cccnc1 | 9 | 5 | -0.2 | 0.0
Cc1nc(NNC(=O)c2ccc(Cl)cc2Cl)cc(-c2ccccc2)n1 | 8 | 9 | -0.1 | 4.6
CCc1ccc2[nH]c(C)c(CN(CC)Cc3ccccc3)c(=O)c2c1 | 3 | -2 | 0.8 | -0.6
CCCCNC(=O)OCC(C)O (configuration not stated) | -4 | -5 | 0.0 | -1.1
CC(=C1C(=O)c2ccccc2C1=O)N1CCN(Cc2ccccc2)CC1 | 16 | 2 | 0.0 | 4.1
S=c1sc2c(s1)SC1c3ccccc3CC1S2 (configuration not stated) | -6 | -3 | -0.1 | -1.5
CCC(C)c1ccccc1OCCCn1ccnc1 (configuration not stated) | 31 | 2 | 0.0 | 2.0
O=C(COc1ccc([N+](=O)[O-])cc1Cl)NCC(=O)Nc1ccc(F)c(F)c1F | -5 | -3 | 0.1 | -2.5
COc1ccc(C)cc1NC(=O)/C=C/C(=O)O | 7 | 9 | 0.0 | 0.7
CCCCOC(=O)Nc1nnc(Cc2ccccc2F)s1 | 8 | -36 | -0.1 | 1.2
CCOC(=O)c1c(NC(=S)NC(=O)c2ccc([N+](=O)[O-])cc2)sc2c1CCC2 | -6 | 3 | -0.1 | 3.4
COc1ccc(CN2CCN(Cc3ccon3)CC2CCO)c(F)c1 (configuration not stated) | 10 | 3 | 0.3 | 0.8

Some of these compounds in order of heavy-atom count, lowest first.
SMILES | MITF inh | TEAD-YAP block | FBW7 activator | GPR151 activ
S=c1sc2c(s1)SC1c3ccccc3CC1S2 (configuration not stated) | -6 | -3 | -0.1 | -1.5
CCCCOC(=O)Nc1nnc(Cc2ccccc2F)s1 | 8 | -36 | -0.1 | 1.2
CC(=C1C(=O)c2ccccc2C1=O)N1CCN(Cc2ccccc2)CC1 | 16 | 2 | 0.0 | 4.1
CCOC(=O)c1c(NC(=S)NC(=O)c2ccc([N+](=O)[O-])cc2)sc2c1CCC2 | -6 | 3 | -0.1 | 3.4

Bioassay records (PubChem)

Random draw from the library. Share with any hit: about 3.5%.
